# Pf Dd2 growth = blocks in vitro growth of P. falciparum Dd2 | Potency, µM (top dose mostly 28.9 µM), for the others: at the top dose activity, negative = inhibition, actives largely listed as inhibitors | hit rate 4.3% among 120,000 | P. falciparum Dd2 growth, SYBR Green, 72 h; active = well fitted inhibition curve with a large enough effect; inconclusive = small, poorly fitted or top-dose-only effect; inactive = no such curve, though single readings can be large or run the other way;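 note: plate controls were DMSO vehicle for no effect and reference drug for full effect; nearly all actives have a fitted effect of over 65% in size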
#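 Readout: SYBR Green fluorescence, 485 nm excitation, 535 nm emission, after ~16 h lysis at 37C. Before that, Dd2-infected red cells (2.5% hematocrit) grew 72 h with compound, 29 uM top final concentration.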
# * marks the source's active call; other numbers are inactive results; i = inactive; ? = inconclusive; [ ] = remark or other dose. Potency is the fitted concentration of half-maximal effect. Only part of the results is shown, so the mix of outcomes need not match the whole.
SMILES,Pf Dd2 growth
COc1ccc(-c2noc([C@@H](C)NCC3CCCCC3)c2C(=O)O)cc1,-14%[44.1 µM]
COc1ccc(NC(=O)c2c(NCc3cccs3)sc3c2CCCC3)cc1,7.9µM*
CC(c1cccs1)N(C)C(=O)c1ccccc1Cl (stereo not given),2%[44.1 µM]
Cc1ccc(NC(=O)N2CCC(CCNC(=O)C3(c4ccccc4)CC3)CC2)cc1F,i
O=C(Nc1sc2c(c1C(=O)Nc1ccccc1Cl)CCCC2)c1ccccc1F,4%
Cc1cn2nc(C(=O)Nc3ccc(Cl)cc3C)cc2c(N(C)Cc2ccccc2)n1,10µM*
O=C(c1ccc(F)cc1)c1cn(Cc2ccccc2)c2cc3c(cc2c1=O)OCO3,?
COc1ccc(S(=O)(=O)N(CC(=O)N2CCC(C)CC2)c2ccc(C)cc2)cc1,19%
Cc1noc(-c2ccn3c(CNC(=O)c4nccc5ccccc45)nnc3c2)n1,-30%
COc1ccc(S(=O)(=O)N2CCc3c(C(=O)NCCN(C)C)cccc32)cc1,?
Cc1cc(F)ccc1NC1(c2ccccc2)C(=O)c2ccccc2C1=O,-2%
Cc1ccc(C)c(NC(=O)Cn2ncc3c([nH]c4ccccc43)c2=O)c1,30%[activator]
CN(C)[C@H]1CCCCN(C(=O)CC2CCN(Cc3ccccc3)CC2)C1,?
COc1ccc2nc3n(c2c1)[C@@H](CNC(=O)c1ccccn1)COC3,-2%[44.1 µM]
C[C@@H]1CN(C(=O)c2ccc(=O)n(C)c2)CC[C@@]1(O)C1CCOCC1,5%
O=C(Cn1nc2c(cc1=O)CCCC2)NC1CC1,13%
N#Cc1ccccc1Cn1cnc2nc3c(cc2c1=O)CCCC3,?
COc1cc2c(cc1OC)C(COc1ccc3c(C)cc(=O)oc3c1)N(C(=O)c1cccc(OC)c1OC)CC2 (stereo not given),8.9µM*
CCCCN(CCCC)CCNC(=O)Cn1nc(CC)n2c(cc3sccc32)c1=O,-14%
CCCCc1ccc(-n2nc3cc(Cl)c(NC(=O)c4ccc(OC)cc4)cc3n2)cc1,2%
O=C(c1ccccc1)N1CCC2(CC1)NCCc1c2[nH]c2ccccc12,?
CC1CCCCN1C(=O)c1cnc(Cc2c(Cl)cccc2Cl)[nH]c1=O (stereo not given),4%
COc1ccc(C(=O)N[C@@H]2CCC[C@@H]2C(=O)N2CCN(c3ccccn3)CC2)cn1,-7%
CN(C)c1ccc(CNC(=O)C2CCN(S(=O)(=O)c3ccc4c(ccn4C)c3)CC2)cc1,-5%
CCOC(=O)C1(Cc2ccc(OC)cc2)CCNCC1,?
CC(=O)Nc1ccc(CN2CCCC3(Cc4ccccc4CNC3=O)C2)cc1 (stereo not given),-16%
O=C(COc1ccccc1)N1CCCC2(C1)Nc1cccnc1NC2=NCc1ccccc1 (stereo not given),-21%[5.79 µM]
CCCC(=O)NC1CCN(c2cnn(CC3CC3)c(=O)c2)CC1,-24%
Cc1cnc(C2CC2)n1C1CCNCC1,16%
CC(C)NC(=O)NC[C@H]1C[C@@H]2CCN1C[C@@H]2c1cc(-c2ccccc2)nn1C,?
Cc1c(-c2ccccc2F)[nH]c2ccc(CNS(=O)(=O)C3CC3)cc12,-20%
O=C(CCCc1ccccc1)N1CCN(c2cc(-c3ccccc3)[nH]n2)CC1,i
O=C(O)COc1ccc(-c2nccc3c2C(=O)N(Cc2cccc(C(F)(F)F)c2)CC(COc2cccnc2)O3)cc1 (stereo not given),i
CNC(=O)[C@@H](c1ccccc1F)N1CCC[C@H]1C(=O)NCCOC,-17%[44.1 µM]
COc1ccc(C(=O)N2CCC3(CC2)NC(=O)N(Cc2ccc(F)cc2)C3=O)cc1,i
COc1ccc(N(C(=O)c2cccc(C)c2)S(=O)(=O)c2ccc(C)cc2)cc1,?
Cc1noc(-c2ccc(OC3CN(S(=O)(=O)c4cn(C)cn4)C3)cc2)n1,94%[activator][5.79 µM]
CN1CCN(c2nc3c(c(=O)[nH]2)CCN(Cc2ccccc2Br)CC3)CC1,i[5.79 µM]
Cc1noc(-c2cn(C3CCN(C(=O)c4ccc(C#N)cc4)CC3)nn2)n1,?
Cc1nn2c(c1-c1ccccc1Oc1ccccc1)N(Cc1ccc(OCC(=O)O)cc1)CCC2,?
COCc1cc(C[C@@H]2CC[C@H](O)[C@@H](CNCc3ccccc3O)O2)no1,i
O=C(Nc1ccc(F)c(F)c1)c1cc(S(=O)(=O)NC2CCCCCC2)ccc1F,?
CC(C)N1C(=O)C2(CCCC2)C1C(=O)NCCN1CCC(Cc2ccccc2)CC1 (stereo not given),?
COc1cc(-c2noc(-c3ccc(N4CCOCC4)c([N+](=O)[O-])c3)n2)cc(OC)c1OC,9%
CCc1ccc(S(=O)(=O)c2cn(C)c3cc(N4CCCC4)c(F)cc3c2=O)cc1,-10%
CC(C)CC(=O)NC(C(=O)N1CCCCC1)C1CCN(C(=O)c2ccc(Cl)cc2)CC1 (stereo not given),?
CN(C)c1ccc(CNc2nc(-c3ccco3)nn2S(=O)(=O)c2ccc(Cl)cc2)cc1,4%
Cn1c(=O)n(C/C=C/c2ccccc2)c(=O)c2c1nc1n2CCN1c1ccc(F)cc1,26%

# 5 compounds drawn at random from the list so far:
SMILES,Pf Dd2 growth
Cc1nn2c(c1-c1ccccc1Oc1ccccc1)N(Cc1ccc(OCC(=O)O)cc1)CCC2,?
CC(C)CC(=O)NC(C(=O)N1CCCCC1)C1CCN(C(=O)c2ccc(Cl)cc2)CC1 (stereo not given),?
Cc1noc(-c2cn(C3CCN(C(=O)c4ccc(C#N)cc4)CC3)nn2)n1,?
CCc1ccc(S(=O)(=O)c2cn(C)c3cc(N4CCCC4)c(F)cc3c2=O)cc1,-10%
Cc1noc(-c2ccc(OC3CN(S(=O)(=O)c4cn(C)cn4)C3)cc2)n1,94%[activator][5.79 µM]

# (next part)
SMILES,Pf Dd2 growth
CCc1cccc(C)c1NC(=O)Cn1ccn(-c2cccc(OC)c2)c(=O)c1=O,i
COc1cccc(C(=O)NCC(c2ccc(N(C)C)cc2)N2CCc3ccccc32)c1OC (stereo not given),?
CC(C)CCN1CCNC(=O)C1CC(=O)N(Cc1nccs1)C1CC1 (stereo not given),16%
CCCN1CCN(CCNC(=O)Nc2ccc(OC)cc2OC)CC1,46%[activator]
O=C(C[C@@H]1O[C@H](CNCc2cccc(Cl)c2)[C@@H](O)[C@H]1O)N1CCN(c2ccc(F)cc2)CC1,i
CCOC(=O)c1cc(-c2ccccc2)n(CC(=O)NCc2ccccc2)c1C,12%
COC(=O)c1ccc(NC(=O)CSc2n[nH]c(-c3ccccc3)n2)cc1,-1%
CCCNC(=O)N1CCC(N2C(=O)[C@H](OC)[C@@H]2c2ccncc2)CC1,1%
CC(C)c1noc(-c2ccc(N(C)CC(O)c3ccccc3)nc2)n1 (stereo not given),i
CN1C[C@H]2CN(Cc3ccc(C(=O)O)cc3)CCN2C1=O,-5%[44.1 µM]
Cc1ccc(-n2nc3n(c2=O)CCN(C(=O)Nc2ccccc2)C3)cc1,-8%[44.1 µM]
CC(=O)N1CC2(Cc3ccccc31)CN([S+](=O)([O-])c1ccc(C)cc1)C2,-17%
O=C(Cc1ccsc1)Nc1cccc(-c2nnc3n2CCCC3)c1,8.9µM*
O=C(Cc1c[nH]c2ncc(-c3cccnc3)cc12)NC1CCC1,i
O=C(NCCc1ccccc1)c1ccc(CS(=O)(=O)Cc2ccccc2Cl)o1,9%
COc1cccc(CC(=O)N2CC[C@H]3C(=O)NCCCCCN(Cc4cccnc4)[C@@H]3C2)c1,-19%
O=C(c1cccc2[nH]ccc12)N1C[C@@H](CO)[C@H](c2ccccn2)C1,10%
O=C(Nc1cccc(-c2ccc(N3CCCC3)nn2)c1)c1c(F)cccc1F,?
CCCC(=O)Nc1nnc(SCc2cc(=O)c3cc(C)ccc3[nH]2)s1,102%[activator]
COc1ccc(CN2CCn3c(nn(-c4ccc(OC)cc4)c3=O)C2)cc1,-8%
Cc1cc2oc(=O)c(CC(=O)O)c(C)c2c2occ(-c3ccccc3)c12,-14%
Cc1nc2scc(CC(=O)NC(C)C)n2c(=O)c1-c1cc(C)n(-c2cccc(F)c2)n1,i
COc1ccc(N2C(=O)CSC23C(=O)N(CC(=O)NCCc2ccccc2)c2ccccc23)cc1 (stereo not given),?
O=C(CN1CCCCCC1=O)NC1CCCc2nc(-c3cccnc3)ncc21 (stereo not given),-8%
Cc1ccc(CCNC(=O)C2CCN(C(=O)c3cc4c(=O)[nH]c(C)cn4n3)CC2)cc1,?
Cc1cccc2c1nc1n2[C@@H](CNCc2cccnc2)COC1,-2%[44.1 µM]
CCOc1ccc(-c2nc(SCC(=O)c3ccccc3)n[nH]2)cc1,?
O=C(c1ncccc1O)N1CCCC(CCc2cccc(C(F)(F)F)c2)C1 (stereo not given),?
COc1ccc(C(=O)Nc2c(C(=O)c3ccc(F)cc3)oc3ccccc23)cc1,56%[activator]
Cn1c(=O)c2c(c3ccccc31)OC(=O)CC2c1ccc(C(F)(F)F)cc1 (stereo not given),6%
NC1CC(c2cc(N3CCN(CCOc4ccccc4)CC3)ncn2)C1 (stereo not given),i
COc1cccc(C(=O)N2C(C(=O)NCc3ccccc3F)COC23CCC(C)CC3)c1 (stereo not given),-22%
Cc1cccc(OCCc2noc(C3CCCN3C(=O)c3ccnn3C)n2)c1 (stereo not given),-20%
O=C(CC1=C2CCCCC2NC1=O)NCC1CC1 (stereo not given),2%
COc1ccc(C)cc1NC(=O)Cn1cccc1-c1nc(-c2ccc(F)cc2)no1,?
COc1ccc(C(=O)NC2CCN(c3cc(-c4ccccc4)[nH]n3)CC2)cc1F,-4%
Cc1ccc(OC(C)C(=O)NCC2(N3CCOCC3)CCCCC2)cc1C (stereo not given),?
Cc1ccc(-c2nc(CNC(=O)[C@@H](N)[C@@H](C)O)[nH]c2-c2ccccn2)cc1,?
COc1ccc(CN2CC3(Cc4ccccc4C(=O)N3)C2)cc1,-39%
CCOC(=O)Cc1ccc(NC(=O)NCc2ccc3c(c2)CCN3C(=O)CC)cc1,17%
O=C(N[C@H]1CC[C@H](Nc2nccc(-c3cccnc3)n2)C1)c1ccc(O)cc1,-4%
Cc1nn2c(c1-c1ccccc1C(N)=O)N(C(=O)c1ccccc1)CCC2,1%[44.1 µM]
CN1CCCC12Cc1ccccc1CN(C(=O)Cc1cccc(Cl)c1)C2 (stereo not given),?
CCCCN(CCCNC(=O)CN1N=C(c2ccccc2)CCC1=O)c1ccccc1,38%[activator]
Cc1ncc2c(n1)C[C@@H]1CC[C@H]2N1S(=O)(=O)Cc1ccccc1,12%
CCn1cc(-c2ccc(C)cc2)cc1C(=O)NCCN1CCOCC1,i
O=C(Cn1c(=O)oc2cc(Cl)ccc21)Nc1cccc(C(F)(F)F)c1,?
COc1cc2c(cc1OC)C(COc1ccccc1OC)N(C(=O)COc1ccc(Cl)cc1)CC2 (stereo not given),8.9µM*

# Some values from the list:
# `Cc1ncc2c(n1)C[C@@H]1CC[C@H]2N1S(=O)(=O)Cc1ccccc1` @ Pf Dd2 growth: 12%
# `COc1ccc(CN2CC3(Cc4ccccc4C(=O)N3)C2)cc1` @ Pf Dd2 growth: -39%
# `O=C(N[C@H]1CC[C@H](Nc2nccc(-c3cccnc3)n2)C1)c1ccc(O)cc1` @ Pf Dd2 growth: -4%
# `CCOC(=O)Cc1ccc(NC(=O)NCc2ccc3c(c2)CCN3C(=O)CC)cc1` @ Pf Dd2 growth: 17%
# `Cc1nn2c(c1-c1ccccc1C(N)=O)N(C(=O)c1ccccc1)CCC2` @ Pf Dd2 growth: 1%[44.1 µM]

# Further records follow.
SMILES,Pf Dd2 growth
Cc1ccccc1-c1cc(C(=O)N2CCC3(CC2)CC(O)CCO3)[nH]n1 (stereo not given),?
OCc1cc2n(n1)CCCN(Cc1cnc(SCc3ccccc3)nc1)C2,-18%
O=C(c1cccn1C1CC1)N1CCC(CO)(CN2CCCC2)CC1,-14%
O=C(Nc1ccc(F)cc1F)c1ccc(-c2ccccc2)s1,18%
CNC(=O)C1(C)CN(Cc2ccccc2)Cc2ccc(Nc3ccccc3)nc21 (stereo not given),10µM*
Cn1cccc1CN1CCC2(CC1)CN[S+](=O)([O-])c1ccccc1N2,-24%
O=c1cc(-c2ccccc2)nc(SCc2nc(-c3ccc(C(F)(F)F)cc3)no2)[nH]1,?
O=c1[nH]n(CCn2cc(C3CCCNC3)nn2)c(=O)c2ccccc12 (stereo not given),-5%
COc1ccc(CCC(=O)N[C@@H]2CN(c3ccncn3)C[C@H]2CO)cc1,3%
c1ccc2c(CN3CCC[C@H]3c3nc(-c4ccnc(N5CCOCC5)c4)no3)c[nH]c2c1,-3%[44.1 µM]
COc1ccc(C2(C(=O)NC3CCCc4c3[nH]c3ccccc43)CCOCC2)cc1 (stereo not given),?
COCc1noc([C@@H]2CN(C(=O)c3cccc(Cl)c3)C[C@H]2CO)n1,?
COCC(=O)N[C@H]1CO[C@H]2[C@@H]1OC[C@@H]2Nc1nccc(C(C)(C)C)n1,i
COc1ccc(NC(=O)c2sc3nc4c(cc3c2N)CN(Cc2ccccc2)CC4)c(OC)c1,?
CCC(C(=O)Nc1cc(Cl)ccc1OC)n1nc(-c2ccccc2)ccc1=O (stereo not given),i
CCOCCc1nn2c(=O)cc(COC(=O)c3ccc(NC(=O)c4ccc(F)cc4)cc3)nc2s1,-6%
CC(=O)N1CCCC2(CN[S+](=O)([O-])c3cccnc3O2)C1 (stereo not given),-15%
CCOc1ccccc1NC(=O)CN1C(=O)NC(c2ccc(Cl)cc2)C2=C1COC2=O (stereo not given),-15%
COc1ccc(C(C(=O)O)N2CCN(c3nc(C)cnc3C)CC2)cc1 (stereo not given),25%
O=C(Nc1ccc(F)cc1Cl)n1ncc2cc(Cl)ccc21,?
